SSB-PriA inh: inhibitors of Klebsiella pneumoniae PriA binding to SSB C-terminal tail; inhibition, % at 33 µM; AlphaScreen SSBct-PriA binding, biotinylated peptide; actives 0.6% (n = 430,000); in the data active = inhibition mostly above about 37%, no sharp cut-off; inactive = mostly below about 20%;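 also: plate controls were negative control peptide for no effect and reference peptide for full effect; strong numbers were not always called active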
* hit, by the source's call; & = joins results of further samples. An excerpt; rates above refer to the full screens.

A first look, 2 compounds:
canonical_smiles	SSB-PriA inh
CC(C)(Oc1ccc(Cl)cc1)C(=O)NCCn1ncc2c(=O)n(Cc3cccc(Cl)c3)cnc21	-18
O=c1oc2ccccc2c(O)c1C=Nc1ccccn1	-19

All compounds of this part, from the start:
canonical_smiles	SSB-PriA inh
CC(C)(Oc1ccc(Cl)cc1)C(=O)NCCn1ncc2c(=O)n(Cc3cccc(Cl)c3)cnc21	-18
O=c1oc2ccccc2c(O)c1C=Nc1ccccn1	-19
O=C(NCCn1nc(C(F)(F)F)cc1C1CC1)c1cc(=O)c2ccccc2o1	3
O=C1CCCN1C[C@H]1CCCNC1	-9
COc1ccc(CC(N)=Nn2cnnc2)cc1	-13
COC(=O)NN=Cc1ccccc1OCc1ccccc1	-12
Cn1c(C(F)(F)F)nn(CCNC(=O)Nc2cccs2)c1=O	-19
NC(Cc1ccc(Cl)cc1Cl)=NOC(=O)c1cccs1	-12
O=C(c1cc2ccccc2s1)N(Cc1ccsc1)C1CC1	-17
N#Cc1c(C(F)(F)F)cc(-c2ccccc2)nc1SCCCC(=O)Nc1nccs1	-7
CCc1ccc(S(=O)(=O)N(CC)c2ccccc2)cc1	-93
O=C(NCc1nn(C2CCCC2)c2c1CCCC2)c1ccccc1Br	-17
COc1ccc(OC)c(COCC(O)CN2CCN(c3ccc(F)cc3)CC2)c1 (stereo not drawn)	11
CCCS(=O)(=O)NCCNC(=O)c1ccc(NC(=O)C2CCCC2)cc1	-20
CN(C)c1ccc(CCCNC(=O)C2CC2)cc1	-11
Cc1cc(C(=O)N(Cc2ccco2)c2nc3c(F)cccc3s2)no1	-11
O=C(NCCN1CCCCC1)C(=NO)c1ccccc1	-14
CCn1c(C(CNc2ccccc2)CC(=O)O)nc2ccccc21 (stereo not drawn)	-14
Cc1ccc(Cl)cc1NC(=O)N1CCCCC1	1
COc1ccc2cc(Br)ccc2c1CC(=O)NCc1ccc2c(c1)OCO2	-6&-5
CCc1ccc(-n2nnc3c(=O)n(Cc4nc(-c5ccc(OC)cc5)no4)cnc32)cc1	-3
COC(=O)C1CC(OC)CN1S(=O)(=O)N(C)C (stereo not drawn)	3
CC(C)S(=O)(=O)c1cccc(-c2nnc(N)o2)c1	11
O=C(COc1ccccc1F)Nc1cnoc1	-14
O=C(NCCOc1ccc2nnc(-c3ccc(F)cc3)n2n1)c1cc2ccccc2oc1=O	-8

Another view of some results above:
> CCc1ccc(S(=O)(=O)N(CC)c2ccccc2)cc1
  SSB-PriA inh: -93
> O=C(NCc1nn(C2CCCC2)c2c1CCCC2)c1ccccc1Br
  SSB-PriA inh: -17
> COc1ccc(OC)c(COCC(O)CN2CCN(c3ccc(F)cc3)CC2)c1 (stereo not drawn)
  SSB-PriA inh: 11
> CCCS(=O)(=O)NCCNC(=O)c1ccc(NC(=O)C2CCCC2)cc1
  SSB-PriA inh: -20

Carrying on:
canonical_smiles	SSB-PriA inh
COc1cc(S(=O)(=O)n2ccnc2C)ccc1F	-3
O=C(c1cccc([N+](=O)[O-])c1)N1CCN(c2nnnn2-c2ccccc2)CC1	-10
Cc1c(N)nc(-c2ccccn2)nc1Cl	47
Cc1cc(C(=O)N2CCN(C(=O)C3CC3c3cccs3)CC2)no1 (stereo not drawn)	-1
CC(=O)N1CCc2ccc(NC(=O)Cc3ccc(F)cc3)cc2C1	-18
Cc1ccc(-c2nnc(NCCN3CCOCC3)c3ccccc23)cc1C	-8&0
Cc1cc(C)c(S(=O)(=O)N2CCN(Cc3ccccc3)CC2)c(C)c1	-15
COc1ccccc1OCC(=O)NCC1(O)CCCC1	-7
O=C(C1CC2C=CC1C2)N1CCc2cc(S(=O)(=O)NC3CCCC3)ccc21 (stereo not drawn)	4
CC(C)(C)N(C(=O)c1ccc(Br)o1)C(=O)N1CCCCC1	-4
COc1cc(/C=C(\C#N)C(=O)NC2CCS(=O)(=O)C2)cc(Br)c1O (stereo not drawn)	-2
COc1ccc(NC(=O)CC2SC(N=Nc3c(O)[nH]c4ccccc34)=NC2=O)cc1 (stereo not drawn)	-1
CC1(C)C(=O)NCCN1C(=O)c1sc2ccccc2c1Cl	0
CN(C)C=NC1=C(C#N)C(c2ccc(Br)cc2)c2ccc3ccccc3c2O1 (stereo not drawn)	-1
Cc1cc(OCC(O)CNC2CCCC2)ccc1C(C)C (stereo not drawn)	-17
COc1ccc2c(c1)c(C(=O)NN=Cc1cccs1)c(C)n2C	2
Cc1cc(NC(=O)Cn2c(C)cc(C)c(S(=O)(=O)c3ccccc3)c2=O)ccc1Br	-14
O=[N+]([O-])c1cc2c(cc1N=Nc1ccc(O)c3ccccc13)OCCO2	8
CCCCn1c(O)c(C=NNC(=O)c2ccncc2)c(=O)[nH]c1=S	1
CCNC(=S)NCc1ccc2c(c1)cc(C)n2C	53
CC(=O)c1cccc(N2C(=O)C3C4C=CC(C4)C3C2=O)c1 (stereo not drawn)	-11
COC(=O)c1ccc(S(=O)(=O)NCCC(O)c2cc3ccccc3o2)cc1 (stereo not drawn)	0
COc1ccc(N2CC(C(=O)NCc3cncc(-c4ccsc4)c3)CC2=O)cc1 (stereo not drawn)	-6
Cc1ccc(NC(=O)c2nnn(Cc3ccc(Cl)cc3)c2-n2cccc2)c(F)c1	-16
CC(=O)N1CCN(C(=O)c2ccc(O)cc2)CC1	-1
O=C(NCc1cccnc1)C(=NO)c1ccccc1	-27
O=C(NCCCc1ccccc1)c1ccc2c(=O)nc3c(-c4ccccc4)n[nH]n3c2c1	-3
O=C1NC(=S)N/C1=C\c1cc([N+](=O)[O-])ccc1OCc1ccccc1Cl	-2
CCOc1ccc(CC(=O)N2CCN(c3ccc(NC(=O)c4ccccc4)nn3)CC2)cc1	-2
O=C(Nc1sc2c(c1CN1CCCC1)CCCC2)c1ccccc1F	-24
CN(C)c1nccc(CNC(=O)C2CCN(S(C)(=O)=O)CC2)n1	-4
Cc1nc(OCC(=O)NCCc2ccc(S(N)(=O)=O)cc2)cc(-n2cccn2)n1	3
Cc1ccc(NC(=O)CCC(=O)NN=C/C=C/c2ccccc2)cc1	-12
O=S(=O)(NCC(c1ccsc1)N1CCOCC1)c1ccccc1Cl (stereo not drawn)	-15
Cc1cc2nc(N3CCN(c4ccccc4)CC3)sc2cc1C	-3
O=C(CCc1ccc(C(F)(F)F)cc1)NCC1CCN(C(=O)c2ccoc2)CC1	-13
Cc1cccc(NCC(=O)NN=Cc2cccc(Br)c2)c1	-24
CS(=O)(=O)N1CCC(CNC(=O)c2cccc3ccccc23)CC1	0
COc1ccc(CC(=O)Nc2nnc3n2CCCS3)cc1	-6
c1ccc2[nH]c(C3CCCO3)nc2c1 (stereo not drawn)	-13
Cc1cc(C(=O)NC[C@@H](c2ccc3c(c2)OCO3)N2CCN(c3ccccc3F)CC2)c(C)o1	9
CN(C)c1ccc(CCCNC(=O)Cc2ccc(Cl)cc2)cc1	-13
CCCc1nnsc1C(=O)N1CC[C@H](c2ccc(OC)cc2)C1	-1
Cn1c(=O)c(C(=O)Nc2ccc(S(N)(=O)=O)cc2)cc2cccnc21	2
NS(=O)(=O)c1ccc(N2C(=O)CC(N3C(=O)/C(=C/c4cccs4)SC3=S)C2=O)cc1 (stereo not drawn)	48
COc1ccc(CCNC(=O)C(=O)Nc2ccc3c(c2)N(S(C)(=O)=O)CCC3)cc1OC	-3
O=C(CSc1nnc2ccc3ccccc3n12)Nc1nsc(-c2ccccc2)n1	-11
CC(=O)Nc1sc(NN=Cc2ccco2)nc1-c1cccs1	21
O=S(=O)(c1cccnc1)N(Cc1ccsc1)Cc1ccco1	0
COc1ccc(Cl)cc1N(CC(=O)NN=Cc1ccc(OCC(N)=O)cc1)S(C)(=O)=O	-16

Later entries:
canonical_smiles	SSB-PriA inh
C(=NN1CCN(C2c3ccccc3-c3ccccc32)CC1)c1cccnc1	3
O=C(Nc1cccc(C(F)(F)F)c1)c1cc2cccnc2n(Cc2ccccc2)c1=O	-10
CC(=O)OCCC1S/C(=N\N=C\c2ccco2)NC1=O (stereo not drawn)	4
Nc1nc(SCC(=O)Nc2ccccc2C(F)(F)F)ncc1S(=O)(=O)c1cccs1	-9&-9
O=C(Nc1ccc2cn[nH]c2c1)C1CN(C(=O)c2ccc3c(c2)OCO3)C1	-17
Cc1c(Cl)cccc1NC(=O)C(=O)c1c[nH]c2ccccc12	3
O=C(NCc1ccccc1Br)c1cn[nH]n1	-10
O=C(Nc1ccccn1)c1csc2nc(-c3ccc(F)cc3)cn12	-5
C=C(C)C1CC=C(C)C(=NNC(=O)CNc2cccc3ccccc23)C1 (stereo not drawn)	-1
CCS(=O)(=O)Nc1ccc(C2=NN(S(=O)(=O)c3ccc(OC)cc3)C(c3cccs3)C2)cc1 (stereo not drawn)	-8
COc1ccccc1N1CCN(CCNC(=O)C(=O)NCc2ccccc2Cl)CC1	-9
CCOC(=O)c1c(NC(=O)c2ccc(Cl)s2)sc2c1CCN(C)C2	-12
O=S(=O)(C[C@H]1CCCN1S(=O)(=O)c1ccccc1Br)c1ccccc1	-5
N#Cc1ccc(C(=O)N2CCCSC[C@@H]2CN2CCCC2)cc1	-7
CC(=O)Nc1ccc(S(=O)(=O)NC[C@@H](c2ccsc2)N2CCCC2)cc1	-7
O=C(C1CC=CCC1)N(Cc1cccs1)C1CCOCC1 (stereo not drawn)	-26
Cc1ccc2[nH]c(C(=O)N3CCc4ccccc4C3)c(NC(=O)c3ccc(F)cc3)c2c1	4
COc1cc(NC(=O)N2CCN(c3ccc4nncn4n3)CC2)cc(OC)c1	1
Cn1nccc1C(=O)N(Cc1ccccn1)c1nc2ccc(Cl)cc2s1	-12
C=CCn1c(CN2C(=O)c3cccc4cccc(c34)C2=O)nnc1SCC(=O)OCC	-18
COC(=O)c1ccc(NC(=O)Cc2c(C)nc(S[C@@H](C)c3ccccc3)[nH]c2=O)cc1	-12
Cc1ccc(C)c(NC(=O)CSc2nnc(-c3ccco3)n2N)c1	1
Cc1cc(N)nc(Nc2cccc(C(C)O)c2)n1 (stereo not drawn)	-19
COc1ccccc1-c1cc(C(=O)NCc2cnn3c2CCCC3)[nH]n1	-16
CCOC(=O)C1C(c2ccc(O)cc2)NC(=S)NC1(O)C(F)(F)F (stereo not drawn)	0

Given field by field: entries from further up
compound: Cc1cc(N)nc(Nc2cccc(C(C)O)c2)n1 (stereo not drawn)
  SSB-PriA inh: -19
compound: N#Cc1ccc(C(=O)N2CCCSC[C@@H]2CN2CCCC2)cc1
  SSB-PriA inh: -7

(listing goes on)
canonical_smiles	SSB-PriA inh
COc1ccc(CC(=O)NC[C@@](C)(O)Cc2ccco2)cc1OC	-17
COc1ccc(CCC(=O)NCCn2nc(-c3cccs3)cc2C)cc1	-9
Cc1ccc(SCC(=O)N2CCN(c3ccccc3)CC2)cc1	-14
N#Cc1ccc(COCC2CCN(Cc3ccc(Br)cc3)CC2)cc1	-9
COc1ccc(-n2nnc(C(=O)OCc3ccccc3F)c2C)cc1	-2
O=C(NCc1cccs1)C1CCCN(c2ccc(-c3ccccc3)nn2)C1 (stereo not drawn)	-11
Cn1nc(CNC(=O)Nc2cccc(C(F)(F)F)c2)cc1-c1cccs1	-26
CC(C)C(=O)Nc1ccc(SCC(=O)Nc2ccc(F)c(F)c2)nn1	-7
CCN(CC)S(=O)(=O)c1ccc(NN=Cc2cc(OC)ccc2O)nc1	-6
CC(C)(Oc1ccc(Cl)cc1)C(=O)NCCNc1cc(-n2cccc2)ncn1	1
COc1ccc(-n2c(SCC(=O)NCc3ccco3)nc3c(c2=O)SCC3)cc1OC	-2
O=C1C2N=NN(Cc3nc(-c4cccc(C(F)(F)F)c4)no3)C2C(=O)N1c1ccc2c(c1)CCC2 (stereo not drawn)	-15&-1
Cc1ccccc1NN=Cc1ccc(C#N)cc1	8
CC(C)c1nc(S(=O)(=O)NCC[C@H](O)C2CCOCC2)cn1C	-4
COc1ccc(CNC(=O)N2CCC3(CC2)OC(=O)c2ccccc23)cc1OC	-15
COc1ccc(N2CC(NC(=O)c3cc4ccccc4o3)CC2=O)cc1OC (stereo not drawn)	-2
CC(=NNC(=O)c1cc(C)nc2ccccc12)c1cccs1	-1
Cc1cc(=O)n2c(n1)sc1ccccc12	-5
c1ccc(-c2csc(C3CCC3)n2)nc1	32
CCOc1ccc(-c2ccc(N3CCN(C(=O)c4ccccc4C(=O)c4ccccc4)CC3)nn2)cc1	-26
Cn1ccc(C(=O)N=c2sc3cc4c(cc3n2C)OCO4)n1	7
CCN1C(=O)C(C)SC1=NS(=O)(=O)c1ccc(Cl)s1 (stereo not drawn)	5
Cc1cc(C)cc(NC(=O)c2scc(-c3ccccc3)c2S(=O)(=O)N(C)c2ccccc2)c1	-6
Cc1cc(C)c(C)c(S(=O)(=O)N2CCCC(C)C2)c1C (stereo not drawn)	-13
CC(=O)Nc1ccc(SCC(=O)NCc2cccs2)nn1	4
Cc1nc2c(ccc3nc(Nc4nc5cc6c(cc5s4)OCCO6)sc32)s1	-3
CCN(CC)CCN(C(=O)c1ccc(C(=O)c2ccccc2)cc1)c1nc2ccc(F)cc2s1	27
CCN(CC)S(=O)(=O)c1ccc(C(=O)Nc2nc3c(s2)Cc2ccccc2-3)cc1	-9
O=C(Nc1ccc2c(c1)OCCO2)c1sc(Nc2ccc(F)cc2)nc1-c1ccccc1	-10&-5
O=C(CNC(=O)c1ccc2c(c1)OCCO2)NN=Cc1ccc([N+](=O)[O-])cc1	-5
Cc1ccc(C(C)C)c(OCC(=O)NNC(=O)/C=C/c2ccco2)c1	9

From PubChem
